PV pol inh – inhibitors of poliovirus RNA polymerase binding and polymerization. P03300. poliovirus polymerase elongation, fluorescence polarization; active compounds read low. % elongation, % (compound at 16.7 µg/mL). hit rate 0.66% among 150,000; in the data active = % elongation below about 90%; note: some results filed as inactive read as strong as hits
Target sequence (P03300 1749-2209 limits assumed): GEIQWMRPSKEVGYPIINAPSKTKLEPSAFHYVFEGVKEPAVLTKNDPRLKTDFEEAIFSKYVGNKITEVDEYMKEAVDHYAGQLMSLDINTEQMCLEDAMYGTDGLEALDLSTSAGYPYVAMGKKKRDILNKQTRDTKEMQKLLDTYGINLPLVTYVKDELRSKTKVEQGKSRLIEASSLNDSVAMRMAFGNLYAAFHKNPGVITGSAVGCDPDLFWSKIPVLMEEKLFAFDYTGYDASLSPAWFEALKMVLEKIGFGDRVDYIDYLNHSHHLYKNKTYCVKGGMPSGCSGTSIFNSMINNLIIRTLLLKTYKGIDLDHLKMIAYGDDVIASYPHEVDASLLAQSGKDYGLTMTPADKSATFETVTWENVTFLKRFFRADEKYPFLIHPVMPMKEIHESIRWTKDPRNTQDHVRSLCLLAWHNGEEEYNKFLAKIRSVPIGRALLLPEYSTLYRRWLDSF
PV pol inh FP z-score – also measured in PV pol inh; calls as there; z-score; measured here: FP z-score; hits read low
The depositor's hits bear a star.

SMILES	PV pol inh	PV pol inh FP z-score
CC(C)(C)OC(=O)N1CCC(c2c(C(=O)N3CCN(c4ncccn4)CC3)cnn2-c2ccc(F)cc2)CC1	103	-0.6
COC(=O)c1ccc(NC(=O)Cn2cnc3c2c(=O)n(C)c(=O)n3C)cc1	105	0.4
COc1ccc(CN(C)S(=O)(=O)c2nnc(NC(=O)C(C)C)s2)cc1OC	109	0.6
CCn1c(CCC(=O)NC(C#N)c2ccc(F)cc2)nc2cc(S(=O)(=O)N(C)C)ccc21 (stereo not given)	116	1.1
CN1CCC(N(C)C(=O)Nc2c[nH]c3ccccc23)CC1	102	0.1
CSc1nnc(C(C)(C)C)c(=O)n1N	100	0
Cc1cc(CC(=O)NN)n[nH]1	99	-0.2
O=S1(=O)CCC(S(=O)(=O)NCc2ccco2)C1 (stereo not given)	102	0.1
Cc1sc2c(c1C)C1=NS(=O)(=O)CCN1C=N2	76*	-2.7*
Cc1ccc(-c2nc3ccccn3c2Nc2ccc3c(c2)OCO3)o1	105	0
COc1ccccc1OCC(=O)Nc1ccc(S(=O)(=O)N2CCN(C)CC2)cc1	102	0.3
C=C(C)C1CCC(C)=C1COC(=O)c1ccccc1 (stereo not given)	102	-0.1
Cc1nc(S(=O)(=O)N2CCN(c3cccc(Cl)c3)CC2)cn1C	106	0.1
CC(=O)c1cc(-c2ccc(F)cc2)n(CC(=O)NC(C)c2ccccc2)c1C (stereo not given)	106	0.4
C/C(=C(/CCO)SSCC1CCCO1)N(C=O)Cc1cnc(C)nc1N (stereo not given)	99	-0.3
O=C(Nc1cccc(C(=O)OCc2cc(=O)n3c4c(sc3n2)CCCC4)c1)c1ccc(Cl)cc1	106	0
O=C(CCC(=O)c1ccc(Cl)cc1)OCc1ccc(F)cc1	102	0.1
COCCCNC(=O)c1oc2c(c1C)-c1nn(Cc3ccccc3Cl)cc1CC2	102	-0.8
Cc1c(Cl)cccc1NC(=O)CC(c1ccc(F)cc1)N1Cc2ccccc2C1=O (stereo not given)	100	-1.3
Cc1cc(=O)[nH]c2nnc(SCc3ccc(Cl)cc3)n12	102	-1
Cc1ccc(/C=C/C(=O)OC(C)C(=O)c2cccc(Cl)c2)o1 (stereo not given)	98	-1.4
CCc1nn(CC(=O)NCCc2ccc(S(N)(=O)=O)cc2)c(=O)c2cc3occc3n12	104	0.4
CCn1nc(C)cc1/C(N)=N/OC(=O)c1ccc(C(C)(C)C)cc1	102	0.1
N#Cc1ccc(OC(=O)c2cnccn2)cc1	98	-0.8

Continued; the last 2 above are carried over.
SMILES	PV pol inh	PV pol inh FP z-score
CCn1nc(C)cc1/C(N)=N/OC(=O)c1ccc(C(C)(C)C)cc1	102	0.1
N#Cc1ccc(OC(=O)c2cnccn2)cc1	98	-0.8
CN1C(=O)C(C)(C)c2cc(S(=O)(=O)N(C)Cc3ccco3)ccc21	101	-0.2
Nc1nnc(CCN2CCCCC2)s1	105	0.3
COc1cc(NC(C)=O)cc(OC)c1OC	104	0.1
CC1SC(c2ccc3c(c2)OCO3)N(c2nc3ccccc3s2)C1=O (stereo not given)	100	0
CCc1ccccc1N(CC(N)=O)S(=O)(=O)c1ccccc1	99	-0.3
COc1ccc(CNc2ncnc3c2oc2ccccc23)cc1OC	101	-0.4
CC(=O)Nc1ccc(NC(=O)CCSCCc2ccccn2)cc1	107	0.2
COc1ccc(NC2CC(C)Nc3ccc(OC)cc32)cc1 (stereo not given)	101	-0.3
CCCCC(=O)OCc1nc(N)nc(Nc2ccccc2C)n1	116	2.1
Cc1[nH]c(C)c(S(=O)(=O)N(Cc2ccco2)C2CCCCC2)c1C(=O)N1CCCC1	100	-0.1
Cc1ccc(N(Cc2cc3ccccc3[nH]c2=O)C(=O)c2cccc(Cl)c2)cc1	120	0.4
O=C(COC(=O)/C(=C/c1cccs1)c1cccs1)Nc1ccccc1	106	0.3

Ordered by count of non-hydrogen atoms (rising): part of the list above
SMILES	PV pol inh	PV pol inh FP z-score
Cc1cc(CC(=O)NN)n[nH]1	99	-0.2
Nc1nnc(CCN2CCCCC2)s1	105	0.3
COc1cc(NC(C)=O)cc(OC)c1OC	104	0.1
N#Cc1ccc(OC(=O)c2cnccn2)cc1	98	-0.8
C=C(C)C1CCC(C)=C1COC(=O)c1ccccc1 (stereo not given)	102	-0.1
Cc1cc(=O)[nH]c2nnc(SCc3ccc(Cl)cc3)n12	102	-1
CN1CCC(N(C)C(=O)Nc2c[nH]c3ccccc23)CC1	102	0.1
CCc1ccccc1N(CC(N)=O)S(=O)(=O)c1ccccc1	99	-0.3
Cc1nc(S(=O)(=O)N2CCN(c3cccc(Cl)c3)CC2)cn1C	106	0.1
CCn1nc(C)cc1/C(N)=N/OC(=O)c1ccc(C(C)(C)C)cc1	102	0.1
CC1SC(c2ccc3c(c2)OCO3)N(c2nc3ccccc3s2)C1=O (stereo not given)	100	0
C/C(=C(/CCO)SSCC1CCCO1)N(C=O)Cc1cnc(C)nc1N (stereo not given)	99	-0.3
COC(=O)c1ccc(NC(=O)Cn2cnc3c2c(=O)n(C)c(=O)n3C)cc1	105	0.4
CC(=O)c1cc(-c2ccc(F)cc2)n(CC(=O)NC(C)c2ccccc2)c1C (stereo not given)	106	0.4
COCCCNC(=O)c1oc2c(c1C)-c1nn(Cc3ccccc3Cl)cc1CC2	102	-0.8
Cc1c(Cl)cccc1NC(=O)CC(c1ccc(F)cc1)N1Cc2ccccc2C1=O (stereo not given)	100	-1.3
CCc1nn(CC(=O)NCCc2ccc(S(N)(=O)=O)cc2)c(=O)c2cc3occc3n12	104	0.4
CCn1c(CCC(=O)NC(C#N)c2ccc(F)cc2)nc2cc(S(=O)(=O)N(C)C)ccc21 (stereo not given)	116	1.1
O=C(Nc1cccc(C(=O)OCc2cc(=O)n3c4c(sc3n2)CCCC4)c1)c1ccc(Cl)cc1	106	0
CC(C)(C)OC(=O)N1CCC(c2c(C(=O)N3CCN(c4ncccn4)CC3)cnn2-c2ccc(F)cc2)CC1	103	-0.6

Next part
SMILES	PV pol inh	PV pol inh FP z-score
CCOc1ccccc1NC(=O)c1nn(-c2ccc(OC)cc2)c(=O)c2c1c1ccccc1n2C	105	-0.6
NC(=O)c1cc2ccccc2oc1=Nc1ccc(Br)cc1	103	0.1
O=C(c1cc2c(Cl)ccc3c2n1CCO3)N1CCN(c2ccccc2F)CC1	103	0.4
O=C1Nc2cc3c(cc2Sc2ccccc21)OCCO3	103	0.2
CCN(CC)c1ccc(NC(=O)c2oc3ccc4c(c3c2C)C(=O)CC(C)(C)O4)c(C)c1	104	0.9
COc1ccc2c(c1OC)C(=O)N(c1ncn[nH]1)C2	103	0.4
CC1(C)CC2CC(C)(CN2C(=O)COC(=O)c2ccc(S(=O)(=O)NCc3ccco3)cc2)C1 (stereo not given)	101	-0.5
Cc1cccc(-n2nc(C)c(C(=O)N3CCc4ccccc43)c2-n2cccc2)c1	100	-0.4
Cc1[nH]c(=O)c(C#N)c(C)c1CCC(=O)O	110	0.8
O=c1cc(CSCc2n[nH]c(=O)[nH]2)c2ccccc2[nH]1	102	0.1
Cc1cccc(NC(=O)Cn2nnc(-c3nc(-c4ccncc4)no3)c2N)c1	114	1.5
Cc1ccc(N2CCN(C(=O)c3c(C)oc4ncn(C)c(=O)c34)CC2)c(C)c1	111	0.5
CCOc1ccc(NC(=O)CSc2nnnn2CC(=O)O)cc1	103	0
CCOC(=O)c1sc2nc(C)n(CC(=O)Nc3cccc(Cl)c3)c(=O)c2c1C	105	0.1
Cc1ccc(C2c3[nH]c4ccccc4c3CCN2C(=O)Nc2ccc(C)c(C)c2)cc1 (stereo not given)	107	-0.2
CCc1nn(CC(=O)NCc2ccc(F)cc2)c(=O)c2cc3sc(C)cc3n12	101	-1.1
COC(=O)c1ccc2c(=O)[nH]c(COC(=O)CNC(=O)c3cccs3)nc2c1	97	-0.4
Cc1cccc(Cl)c1-n1sc(=O)n(CC2CC2)c1=O	96	-1.5
O=C(NCc1ccco1)c1c[nH]c2ccc(S(=O)(=O)Nc3ccc(F)cc3F)cc2c1=O	105	-1.1
COc1ccc(CN(C)/C(C)=C/C(=O)C(F)(F)F)c(OC)c1OC	102	-0.1
NS(=O)(=O)c1ccc(-c2ccc(/C=C3\SC(=S)N(Cc4ccccc4)C3=O)o2)cc1	147	3.9
CN1CC(=O)N(CCCC(=O)OCc2c(Cl)cccc2Cl)C1=O	98	-0.7
COc1ccccc1-c1nnc(SCCNc2ncnc3sc4c(c23)CCC4)n1C	101	-0.3
COc1cc(Cl)c(C)cc1NC(=O)Cn1ncc2c([nH]c3ccccc32)c1=O	101	-1.2
Cn1nc(C(=O)NCc2ccccc2)c2c1-c1ccccc1SC2	111	0.2
CN(C(=O)C1CCCN(c2ncnc3onc(-c4ccc(F)cc4)c23)C1)c1ccccc1 (stereo not given)	105	0.5
O=c1[nH]ccn(-c2cccc(Cl)c2)c1=O	103	0.3
CS/C(=N\S(=O)(=O)c1cc(C(F)(F)F)cc(C(F)(F)F)c1)N1CCOCC1	107	0.6
COc1ccc(CNCCC2(Cc3ccccc3)CC(C)N(C)CC2C)cc1OC (stereo not given)	98	-0.6
CCOC(=O)C1CCN(S(=O)(=O)Cc2ccc(Cl)cc2)CC1	100	-0.5
CCN(CC)CCOC(=O)c1ccc(NC(=O)c2nn(C)c3c2COc2ccccc2-3)cc1	102	-0.4
Cc1c(NC(=O)CCCN2C(=O)/C(=C\c3ccco3)SC2=S)c(=O)n(-c2ccccc2)n1C	104	0.6
O=S(=O)(Cc1ccccc1)Nc1nc2ccccc2s1	100	-0.8
Cc1ccccc1Nc1c(-c2ccc(N(C)C)cc2)nc2ccccn12	102	0.3
Cc1cccc(N2CCN(C(=O)C3CCN(S(=O)(=O)c4c(C)noc4C)CC3)CC2C)c1 (stereo not given)	115	0.8
CC(=NCCN1CCOCC1)C1=C(O)c2ccccc2C1=O	104	1.4
CC1CN(C(C)(C)C)CCC1(O)c1ccccc1 (stereo not given)	101	-0.1
CCC(CC)C(=O)OCc1ccc(C#N)cc1	100	-0.5
Cn1c(=O)c2ccccc2n(CC(=O)Nc2ccc3c(c2)OCO3)c1=O	101	-0.2
CCOC(=O)C1=C(C)NC(=O)C1CC(=O)O (stereo not given)	99	-0.8
OCCN(C=NC1=NN(c2ccccc2)CC1)CCO	105	0.1
COc1cc(NC(=O)CCc2c(C)nc3c(-c4ccc(F)cc4)c(C)nn3c2C)cc(OC)c1OC	110	1.5
CCOC(=O)c1[nH]c(C)c(CCC(=O)NCc2ccccc2Cl)c1C	111	0.9
O=C(CCc1ccccc1)N1CCCN(C(=O)CCc2ccccc2)CC1	103	0.4
c1ccc2sc(NC3=NCN(C4CCCCCC4)CN3)nc2c1	102	0.1
O=C(CSc1cn(CC(=O)N2CCCCC2)c2ccccc12)NCc1ccccc1Cl	116	0.1
Cc1ccc(-c2nnc(SCC(=O)NC(=O)CN3CCCC3=O)o2)cc1C	100	-0.2
O=C1CN(C(=O)c2ccco2)C(c2ccccc2)c2cc(Br)ccc2N1 (stereo not given)	99	-1.2
Cc1ccc(Cl)cc1N1CCN(C(=O)CN2C(=O)COc3ccc(S(=O)(=O)N4CCOCC4)cc32)CC1	107	0.9
COc1cc(C(=O)Nc2ccccc2C(=O)NCc2cccnc2)cc(OC)c1OC	101	-0.3
COc1cccc(N(C)S(=O)(=O)c2ccc(C)c(C)c2)n1	106	-0.6
COCC(C)n1cccc1 (stereo not given)	101	-0.3
O=C(Cc1csc(-c2ccsc2)n1)Nc1cccc(C(=O)NC2CC2)c1	99	-0.3
O=C(O)c1c(-n2cccc2)sc2c1CCSC2	93	-1.4
CSc1nnc(CNC(=O)c2ccc(C(C)C)cc2)n1C(C)C	102	0
CCOc1ccc(S(=O)(=O)c2cn(CC)c3ccc(F)cc3c2=O)cc1	98	-2
COc1ccc(NC(=O)Cn2cc(C#N)c3ccccc32)cc1	99	-0.3
CCSc1ccccc1C(=O)Nc1ccc(-c2nc3ccccc3s2)c(O)c1	110	0.7
COc1ccc(OC)c(S(=O)(=O)N2CCCC2C(=O)NC(C)c2ccccc2)c1 (stereo not given)	105	1.2
CCOc1ccc(C(c2c(O)cc(C)n(CCOC)c2=O)N2CCN(c3ccc(F)cc3)CC2)cc1 (stereo not given)	110	0.4

Next results follow:
SMILES	PV pol inh	PV pol inh FP z-score
Cc1ccc2cc(C(N)=O)c(=N)oc2c1	100	-0.2
O=C(C1CCCN(S(=O)(=O)c2cccs2)C1)N1CCN(c2cccc(Cl)c2)CC1 (stereo not given)	107	0.3
Cc1cc(Nc2ccc(Cl)cc2)n(-c2ccccc2)n1	99	-0.2
O=C(Nc1ccc2c(c1)OCO2)c1cccn(OCc2ccccc2F)c1=O	103	0.3
Cc1ccc(CSc2nc3ccc(NC(=O)CC(C)C)cc3s2)cc1	103	-0.9
Cc1nc2c(-c3ccc(F)cc3)c(C)nn2c(C)c1CCC(=O)N1CCN(c2ccccc2)CC1	103	-0.6
CCOC(=O)C1CCN(CC(=O)N2CCCc3c2c(=O)oc2ccc(OCc4ccccc4)cc32)CC1	101	-1.3
CC1CN=C(NCCc2ccccc2)S1 (stereo not given)	102	0.3
Cc1noc2[nH]c(=O)cc(C(F)(F)F)c12	104	0.9
Cc1ccccc1Cn1cc(NC(=O)c2cc(C3CC3)on2)cn1	99	-0.4
Cc1cccn2c(=O)cc(CN3CCCC3c3ccc4c(c3)OCCO4)nc12 (stereo not given)	107	0.6
CC(=O)N1CCCc2cc(S(=O)(=O)N3CCCC(C(=O)Nc4cccc(F)c4)C3)ccc21 (stereo not given)	103	-1
COc1ccc(C(=O)Nc2ccccc2C(=O)NCc2ccco2)cc1	103	0.3
COc1cc(C(=O)OCCCn2c(=O)c3c(ncn3CCCN(C)C)n(C)c2=O)cc(OC)c1OC	104	0.4
CCOc1cccc(C(=O)Nc2ccc(-c3nc4ncccc4o3)cc2C)c1	111	1.1
O=C(CSc1nnc2sc3ccccc3n12)NC1CCCC1	102	0
N#CC(C#N)=Cc1cccc(OC(F)F)c1	110	0.8
COc1ccc(-c2noc(N3CCCC(C(=O)Nc4cccnc4)C3)n2)cc1 (stereo not given)	100	-0.5
C1CN(C(N2CCOCC2)N2CCOCC2)CCO1	105	1
COc1ccc(C(C)(O)C(CN2CCOCC2)c2ccccc2)cc1 (stereo not given)	100	-1.4
COC(=O)C(C)Sc1ccc2nnc(CCNS(=O)(=O)c3ccc(C)cc3)n2n1 (stereo not given)	112	0.7
CC/C(=N\NC(=O)c1ccc(N)cc1)c1ccc(Cl)cc1	104	0.3
Cc1nc2ncnn2c(C)c1CCC(=O)NCc1cccc(Cl)c1	105	-0.6

Not all compounds are listed; count on the stated rates, not on these rows.
